# Bioassay records: PubChem BioAssay, National Center for Advancing Translational Sciences (NCATS)
# D3 ag: qHTS of D3 Dopamine Receptor Agonist: qHTS | AID 652048, 2013 | actives 0.58% (n = 410,000) | max activation, % | D(3) dopamine receptor (Homo sapiens), P35462 | D3R DiscoveRx beta-arrestin cells, luminescence, 90 min; in the data active means max activation above about 30%; further: 0% is about no effect; mostly tested at two doses, the higher about 12 µM
# Target sequence (P35462 whole entry, looked up): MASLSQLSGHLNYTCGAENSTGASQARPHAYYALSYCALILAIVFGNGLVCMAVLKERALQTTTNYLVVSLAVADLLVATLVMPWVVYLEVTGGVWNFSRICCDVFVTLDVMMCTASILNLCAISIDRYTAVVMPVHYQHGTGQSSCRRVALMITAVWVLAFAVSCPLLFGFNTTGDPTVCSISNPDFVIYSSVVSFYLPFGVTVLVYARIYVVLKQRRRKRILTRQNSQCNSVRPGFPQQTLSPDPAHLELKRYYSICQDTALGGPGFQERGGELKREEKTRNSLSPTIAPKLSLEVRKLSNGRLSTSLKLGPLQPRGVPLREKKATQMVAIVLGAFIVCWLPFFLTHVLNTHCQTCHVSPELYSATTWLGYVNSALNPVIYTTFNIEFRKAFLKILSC
#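 Agonist mode: compounds and dopamine controls were applied to plated cells for 90 min at 37 degrees C after an overnight attachment at 1500 cells/well. Luminescent read-out followed 30 - 60 minutes at room temperature with DiscoveRx detection reagent.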
# HEK293 tox: qHTS of GLP-1 Receptor Inverse Agonists: Cytotox Screen; AID 624418, 2012; HEK293 cAMP-luciferase reporter cells, luminescence, 24 h; actives 0.13% (n = 410,000); Potency, µM (highest dose often 38.3 µM), for the others: top-dose activity change, negative = inhibition, most hits filed as inhibitors;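 further: loss of luciferase light is scored as toxicity; potency means the concentration at half of the fitted maximal effect; on the % scale 0 is the no-effect control and ±100 the full control effect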
#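 Quantitative HTS format, 1536 wells, 200 cells/uL seeded. Compounds: 23 nL, 24 h, 37 °C. Detection: luciferase reagent, luminescence at 12 min RT; decreased signal taken as cytotoxic.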
# D3 antag: qHTS of D3 Dopamine Receptor Antagonist: qHTS. D3R cells, DiscoveRx beta-arrestin luminescence, antagonist mode; hits give low values. actives 2.5% (n = 360,000). max response, negative = inhibition, %; in the data active means max response below about -50%; inconclusive means no clear call, values can overlap the other calls; further: on the % scale 0 is the no-effect control and ±100 the full control effect; mostly tested at two doses, the higher about 12 µM
#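 Cells plated overnight at 1500 cells/well, then exposed to library compounds with dopamine controls for 90 minutes at 37 degrees C. DiscoveRx reagent added for 30–60 minutes at room temperature; luminescence read, quantitative HTS format.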
# aSyn rescue: qHTS of alpha-syn Inhibitors. Yeast expressing alpha-synuclein, growth rescue, BacTiter-Glo, 24 h. Potency, µM (top dose mostly 46.1 µM), without a hit: at the top dose growth rescue (activation), actives largely listed as activators. actives 0.14% (n = 370,000); further: potency means the concentration at half of the fitted maximal effect; % of control where 0% means no effect; nearly all actives have a fitted effect of over 65% in size
#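 Galactose-induced alpha-syn yeast (OD600=0.02, raffinose-pregrown) + pinned cpd, 24 hr, 30 deg C; growth by BacTiter-Glo luminescence. Growth restoration scores as activation.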
# GLP-1R inv ag: qHTS of GLP-1 Receptor Inverse Agonists (Inhibition Mode); Glucagon-like peptide 1 receptor (Homo sapiens), P43220; HEK293 GLP-1R CRE-luciferase, luminescence, 24 h; GLP-1R form is constitutively active; Potency, µM (series often up to 38.3 µM), without a hit: top-dose activity change, negative = inhibition, usual class: inhibitors; actives 1.6% (n = 410,000); further: potency means the concentration at half of the fitted maximal effect; on the % scale 0 is the no-effect control and ±100 the full control effect; nearly all actives have a fitted effect of over 55% in size
# Target sequence (P43220 whole entry, looked up): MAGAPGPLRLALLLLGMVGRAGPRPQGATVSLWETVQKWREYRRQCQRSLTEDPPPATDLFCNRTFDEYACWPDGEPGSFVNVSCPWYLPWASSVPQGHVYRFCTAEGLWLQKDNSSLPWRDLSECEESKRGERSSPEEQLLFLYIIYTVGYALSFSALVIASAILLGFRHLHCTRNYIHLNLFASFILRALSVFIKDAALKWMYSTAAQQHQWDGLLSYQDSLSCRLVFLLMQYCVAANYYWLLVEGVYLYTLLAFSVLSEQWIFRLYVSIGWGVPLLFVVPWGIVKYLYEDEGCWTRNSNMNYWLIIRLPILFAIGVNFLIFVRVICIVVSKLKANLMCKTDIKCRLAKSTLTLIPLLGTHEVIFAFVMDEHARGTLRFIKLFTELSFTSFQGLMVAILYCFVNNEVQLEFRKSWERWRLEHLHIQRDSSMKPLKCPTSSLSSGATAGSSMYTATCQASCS
#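 Inverse agonists were sought by their lowering of basal cAMP reporter luciferase output in HEK293 cells stably carrying constitutively active human GLP-1R, after 24 h compound treatment.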
# GLP-1R agonist: qHTS of GLP-1 Receptor Agonists; HEK293 GLP-1R CRE-luciferase, luminescence, 4-6 h; cells express a hypersensitive GLP-1R form; actives 0.007% (n = 380,000); Potency, µM (doses to about 45.6 µM), without a hit: top-dose activation, hits mostly activators; AID 624172, 2012; further: potency means the concentration at half of the fitted maximal effect; % of control where 0% means no effect
# PTHR1 agonist: qHTS for PTHR1 Agonists: Primary Screen | Parathyroid hormone/parathyroid hormone-related peptide receptor (Homo sapiens), Q03431 | HEK293 GP2 PTHR1 cells, GloSensor cAMP luminescence, 1 h | Potency, µM (series often up to 115 µM), without a hit: top-dose activation, actives largely listed as activators | actives 0.075% (n = 410,000) | AID 743266, 2014; further: potency means the concentration at half of the fitted maximal effect; nearly all actives have a fitted effect of over 55% in size; some results filed as inactive show a strong effect at the top dose; inactives centre near -15; many of its hits are not listed in these tables
#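 HEK-293-derived GP2 cells expressing PTHR1 and a GloSensor cAMP reporter, 3,000/well, plated overnight, given luciferin plus IBMX (each 0.5 mM as added) for 1 h at 37 °C, then compound for 1 h at 37 °C. Luminescence was read after 15 min at room temperature.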
# TDP43 rescue: qHTS of TDP-43 Inhibitors | Potency, µM (titrated, usually from 46.1 µM), without a hit: at the highest dose growth rescue (activation), hits mostly activators | TDP-43 expressing yeast growth rescue, BacTiter-Glo, 24 h | AID 652104, 2013 | actives 1.8% (n = 410,000); further: potency means the concentration at half of the fitted maximal effect; % of control where 0% means no effect; nearly all actives have a fitted effect of over 50% in size
#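 Cell-based yeast growth screen: TDP-43 expression induced in galactose, inoculum OD600=0.02 after raffinose pregrowth to mid-log. Read-out BacTiter-Glo luminescence at 24 hr, 30 deg C; inhibition of toxicity seen as signal increase.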
# KB-V1 MDR tox: qHTS assay for MDR1-selective chemotherapeutics: Primary screen using the drug-selected MDR subline cells KB-V1; KB-V1 MDR cells viability, CellTiter-Glo, 72 h; Potency, µM (titrated, usually from 46.1 µM), without a hit: at the top dose activity change, negative = cytotoxicity, usual class: cytotoxic; actives 3.4% (n = 400,000); AID 1347076, 2019; further: potency means the concentration at half of the fitted maximal effect; on the % scale 0 is the no-effect control and ±100 the full control effect; nearly all actives have a fitted effect of over 60% in size
#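 Compound-treated KB-V1 multidrug-resistant cells, 72 h, 37 degrees C; viability by CellTiter-Glo. Fitted qHTS curves give the values.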
# * hit, by the source's call; i = inactive; u = inconclusive; x = not tested or not shown; [ ] = another dose, or the depositor's remark. Unless noted, the call rests on the fitted dose curve; in most records, active means well fitted curve in the direction sought with a large enough effect; inconclusive means small, poorly fitted or top-dose-only effect, or another doubt; inactive means no such curve, though single readings can be large; an effect the other way counts as inactive or inconclusive.
SMILES,D3 ag,HEK293 tox,D3 antag,aSyn rescue,GLP-1R inv ag,GLP-1R agonist,PTHR1 agonist,TDP43 rescue,KB-V1 MDR tox
Cn1c(=O)c2c(nc(NCCO)n2CCCc2ccccc2)n(C)c1=O,10,0%,10,4%,2%,-2%,-39%,3%,3%
CCCc1oc(C(=O)O)cc1CN1CCCC1,-1,13%,-9,-5%,15%,-7%,i,-18%,5%
CCOc1ccc(N(C(=O)c2ccc(OC)cc2)S(=O)(=O)c2ccc3c(c2)n(C)c(=O)n3C)cc1,7,7%,x,x,-2%,x,-3%,14%,-13%
CC(C)(C)C1CCC(C(=O)OCC(=O)N2CCN(C(=O)c3ccco3)CC2)CC1 (stereo unspecified),0,-6%,-3,6%,u,16%,-15%,-11%,-7%
CC(=O)N1CCN(S(=O)(=O)c2ccc(S(=O)(=O)N3CCCC(C)C3)cc2)CC1 (stereo unspecified),3,5%,-1,-5%,-9%,0%,-23%,13%,-1%
O=C(Nc1ccc(Cc2ccncc2)cc1)c1ccc(Br)o1,-3,-16%,6,-1%,4%,9%,-11%[57.5 µM],-4%,-14%
CCC[C@@H](CNC)NC[C@H](Cc1ccccc1)NCCCCc1ccccc1,0,u,13,0%,u,-7%,-1%,16%,u
COc1ccc(C(=O)CC(=O)C(=O)Nc2ccccc2OC)cc1,-16,-6%,u,-10%,8%,-3%,-11%,-16%,u
COc1ccc(CCNC(=O)NCc2noc3ccc(C)cc23)c(OC)c1,4,-1%,x,x,15%,x,-16%,22%,1%
COC(=O)C1CCCN1C(=O)COc1ccc(Br)cc1Cl (stereo unspecified),1,10%,-4,12%,6%,2%,-3%,15%,-3%
COc1ccc(C(=O)CSc2nnc(C3CCCCC3)n2N)c(OC)c1,9,1%,15,7%,5%,6%,-3%[57.5 µM],13%,u
CCC(=O)N(CCc1ccc(S(N)(=O)=O)cc1)C1CC(=O)N(c2ccc(OC)cc2)C1=O (stereo unspecified),4,8%,17,-2%,2%,0%,i,-19%,3%
COc1ccc(S(=O)(=O)N2CCCC(C(=O)O)C2)cc1 (stereo unspecified),1,-6%,2,-5%,2%,-9%,0%[57.5 µM],7%,0%
COC(=O)C1=C(C)NC(=O)NC1c1ccccc1Cl (stereo unspecified),11,25%,2,-1%,20%,-6%,-22%,11%,-1%
CC(=O)C[C@H](O)CC(=O)[C@@H]1OC(=O)CCCCC/C=C/Cc2ccccc21,4,23%,8,14%,19%,6%,i,26%,-2%
Brc1ccc(-c2csc3[n+]2CCCCC3)cc1,-1,-14%,-12,-7%,-5%,12%,-2%,-7%,u
Cc1ccc(CCN2CC(C(=O)N3CCN(c4ccc(F)cc4)CC3)CC2=O)cc1 (stereo unspecified),-8,-7%,10,16%,-18%,6%,-38%[inhibitor],29%,-12%
CNc1nc(Nc2ccc(Br)cc2)nc(N)c1[N+](=O)[O-],1,13%,-18,1%,17%,5%,-4%,-1%,u
Cc1cc2oc(=O)cc(CN3CCCc4ccccc43)c2cc1C,-4,19%,-13,-17%,-23%,7%,-7%[57.5 µM],-18%,-8%
COc1ccc(NC(=O)c2cc(Cl)ccc2NC(=O)c2ccco2)c(OC)c1,-5,u,34,-6%,-15%,-11%,-45%[inhibitor],-28%,0%
CCOC(=O)N1CCN(C(=S)Nc2ccc(C)c(C)c2)CC1,4,14%,38,-19%,-12%,16%,i,12%,19%
CCCOc1cccc(C(=O)NCCNC(=O)c2cnccn2)c1,0,-1%,3,-7%,3%,4%,i,-7%,-14%
Cc1nn(-c2ccc(C(=O)Nc3nnc(C4CC4)s3)cc2)c(C)c1Cl,10,-12%,22,2%,0%,0%,-10%[57.5 µM],11%,6%
Cc1[nH]c(-c2ccc(F)cc2)cc1C(=O)N1CCN(c2ccc(Cl)cc2)CC1,7,-14%,28,u,-17%,-4%,-29%,16µM*,-20%
CCOc1ccc(N2CC(C(=O)Nc3cccc(C(=O)NC4CC4)c3)CC2=O)cc1 (stereo unspecified),-22,-10%,23,1%,1%,-6%,-14%,18%,2%
Cc1ccnn1-c1ccc(C(=O)NCc2ccccc2CN2CCOCC2)cc1,-9,0%,-12,-2%,1%,10%,i,-19%,-8%
CCOC(=O)C1C(c2cccs2)NC(=O)N(C)C1(O)C(F)(F)F (stereo unspecified),2,-13%,12,2%,10%,-6%,i,8%,8%
CCCc1cc(=O)[nH]c(SCC(=O)c2c[nH]c3ccccc23)n1,-3,11%,3,2%,37%[activator],5%,i,17%,8%
CN(CC(=O)Nc1ccccc1C(=O)NC1CC1)Cc1ccc(Cl)s1,0,1%,6,0%,u,-5%,-28%,6%,-12%
COc1ccc(/C=C(\C#N)C(=O)NCC(c2ccc(F)cc2)N2CCOCC2)cc1 (stereo unspecified),-5,5%,0,13%,u,-3%,-24%,-10%,-11%
Cc1ccc(S(=O)(=O)NC(CC(N)=O)C(=O)O)cc1 (stereo unspecified),-2,-1%,-15,-2%,12%,-12%,i,21%,12%
N#C/C(=C\c1cccs1)C(=O)Nc1ccccn1,1,-1%,4,-11%,19%,8%,-17%,-4%,22%
CCOc1ccc(NS(=O)(=O)c2cccc(C(=O)N(C)Cc3ccco3)c2)cc1,9,4%,11,1%,-16%,11%,-24%,20%,7%
CC(C)(C)n1nc2c(c1NC(=O)CCCc1ccccc1)CS(=O)C2 (stereo unspecified),-2,-5%,4,5%,-9%,10%,i,13%,8%
CC(=O)c1c(N2CCN(c3cccc(Cl)c3)CC2)nc(=S)n(-c2ccccc2)c1C,-18,5%,-19,-12%,0%,-3%,-10%,-18%,2%
CCCNC(=O)C1(C)CCCN(C(=O)c2cc(C)nn2C(C)(C)C)C1 (stereo unspecified),-4,1%,-18,-14%,-27%,8%,2%,-12%,10%
O=C(/C=C/c1c(Cl)nc2ccccn12)Nc1ccc(F)cc1,-22,-12%,-6,-5%,9%,19%,-7%,-11%[0.397 µM],1%
CCOc1ccc(C2CC(=O)c3c([nH]c(C(=O)OC)c3C)C2)cc1OC (stereo unspecified),0,-2%,17,1%,0%,-1%,i,-4%,u
CC(C)Oc1ccc(CCNC(=O)C2CCC(=O)N(Cc3cccc(F)c3)C2)cc1 (stereo unspecified),2,-10%,15,6%,-14%,1%,-21%,-11%,u
CCCn1c(N)c(N(CCOC)C(=O)c2ccc(Cl)c([N+](=O)[O-])c2)c(=O)[nH]c1=O,4,1%,3,-13%,9%,2%,i,-8%,3%
CC(C)(C)C(=O)Nc1ccc(Oc2ccc3c(c2)C(=O)N(c2ccc(O)cc2)C3=O)cc1,0,-14%,-4,10%,-4%,-14%,i,0%,-5%
Cc1nc2sc3c(c2c(=O)n1NC(=O)CCBr)CCCC3,-1,-2%,1,11%,-13%,-5%,-13%,-1%,6%
OC1(c2cccc(C(F)(F)F)c2)CCN(Cc2nnnn2CCc2ccccc2)CC1,-1,-23%,-28,-1%,u,0%,-37%[inhibitor],-9%,u

# Not all compounds are listed (hit frequency here may not be typical).
